IMPase inh – qHTS Assay for Identifying the Cell-Membrane Permeable IMPase Inhibitors; Inositol monophosphatase 1 (Rattus norvegicus), P97697; CHO-M1 cells, IP1 accumulation, HTRF TR-FRET ratio; inhibition (IP1 accumulation), % at 46.1 µM; 120,000 tested, under 10 active; active = well fitted curve in the direction sought with a large enough effect in the signal ratio, not every such curve was filed as active; inconclusive = small, poorly fitted or top-dose-only effect, or a change in a side signal; inactive = no such curve, though single readings can be large or run the other way; the % refers to the signal ratio;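 note: cells stimulated with carbachol in lithium chloride buffer; plate controls were DMSO basal wells for no effect and reference inhibitor wells for full effect; higher means more IMPase inhibition seen as more IP1 and lower FRET ratio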
Target sequence (P97697 whole entry, looked up): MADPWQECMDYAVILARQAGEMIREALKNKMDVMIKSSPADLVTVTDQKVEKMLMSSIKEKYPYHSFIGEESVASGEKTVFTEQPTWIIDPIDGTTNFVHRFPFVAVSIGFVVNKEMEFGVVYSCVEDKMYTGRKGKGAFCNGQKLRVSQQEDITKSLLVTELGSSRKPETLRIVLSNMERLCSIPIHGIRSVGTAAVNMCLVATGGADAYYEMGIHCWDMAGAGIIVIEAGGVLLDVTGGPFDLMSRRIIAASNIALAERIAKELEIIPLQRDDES
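Elevated IP1 in lysates lowers TR-FRET signal (665/620 ratio and 620 channel reported). Cells were CHO-M1, given carbachol (50 uM as added) plus 50mM LiCl, pH 7.4, 30 min, 37C; compounds titrated up to 46 uM; AC50 by Hill equation.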
15-hLO-2 inh – qHTS Assay for Inhibitors of 15-hLO-2 (15-human lipoxygenase 2); purified 15hLO-2, xylenol orange hydroperoxide absorbance; Potency, µM (highest dose often 57.1 µM), without a hit: at the top dose activity change, negative = inhibition, hits mostly inhibitors; actives 0.56% (n = 110,000); note: potency is the fitted concentration of half-maximal effect; nearly all actives have a fitted effect of over 60% in size; many of its hits are not listed in these tables
Target sequence (O15296 whole entry, looked up): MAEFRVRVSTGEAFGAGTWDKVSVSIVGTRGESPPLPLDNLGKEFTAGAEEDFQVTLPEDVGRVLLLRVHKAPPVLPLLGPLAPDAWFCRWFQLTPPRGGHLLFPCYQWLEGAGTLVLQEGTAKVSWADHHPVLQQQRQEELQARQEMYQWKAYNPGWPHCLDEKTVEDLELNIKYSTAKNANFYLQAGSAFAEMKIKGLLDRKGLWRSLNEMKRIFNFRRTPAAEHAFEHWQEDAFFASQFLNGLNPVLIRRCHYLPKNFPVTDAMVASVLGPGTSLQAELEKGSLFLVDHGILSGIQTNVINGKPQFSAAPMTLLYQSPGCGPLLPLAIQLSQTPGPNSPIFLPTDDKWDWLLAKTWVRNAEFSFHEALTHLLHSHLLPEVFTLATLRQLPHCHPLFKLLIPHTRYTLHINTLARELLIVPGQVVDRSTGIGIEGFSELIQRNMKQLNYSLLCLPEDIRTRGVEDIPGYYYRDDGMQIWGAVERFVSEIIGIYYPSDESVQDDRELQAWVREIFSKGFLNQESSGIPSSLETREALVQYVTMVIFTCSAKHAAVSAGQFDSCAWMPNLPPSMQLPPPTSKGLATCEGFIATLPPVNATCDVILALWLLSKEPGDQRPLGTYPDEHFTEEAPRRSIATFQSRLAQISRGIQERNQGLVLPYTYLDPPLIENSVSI
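Screening format was qHTS against 50 nM purified 15hLO-2 in Hepes pH 7.5 with detergent. Activity follows hydroperoxide formation from 45 uM arachidonic acid, measured as 573:405 nm absorbance ratio of the ferric-xylenol orange complex.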
12-hLO inh – qHTS Assay for Inhibitors of 12-hLO (12-human lipoxygenase); AID 1452, 2008; purified 12-hLO, xylenol orange hydroperoxide absorbance; actives 0.12% (n = 150,000); Potency, µM (series often up to 57.1 µM), for inactives: at the top dose activity change, negative = inhibition, actives largely listed as inhibitors; Polyunsaturated fatty acid lipoxygenase ALOX12 (Homo sapiens), P18054; note: potency is the fitted concentration of half-maximal effect; nearly all actives have a fitted effect of over 55% in size; many of its hits are not listed in these tables
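150 nM 12hLO, 25 mM Hepes pH 7.0 + 0.01% Triton X-100; cpd preinc 15 min RT; 40 uM arachidonic acid, 30 min RT; Fe-XO 30 min; A573/A405 ratio as read-out.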
PNC assembly inh – High Content Assay for Compounds that inhibit the Assembly of the Perinucleolar Compartment | actives 3.1% (n = 140,000) | PC3M PTB-GFP, PNC prevalence imaging, 16 h; hits give low values | AID 2417, 2010 | activity change (PNC), negative = inhibition, % at 10 µM;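 active = readout at or below -70, meaning at least 70% loss of cells showing the perinucleolar compartment, a nuclear body marking cancer cells; inconclusive = readout between -30 and a set limit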;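 note: plate controls were DMSO wells for no effect and camptothecin positive control wells for full effect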
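Read-out is percentage of cells bearing a perinucleolar compartment, from automated 20x imaging of fixed, Hoechst-stained PC3M PTB-GFP cells. Cells were seeded 4 h, then exposed 16 h to compound (23 nl of library stock) in duplicate plates.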
* = called active by the depositor; ? = inconclusive; nt = no result given; & = joins results of further samples; [ ] = dose if it differs, or a comment. Unless noted, calls come from the whole dose curve; as a rule, active = well fitted curve in the direction sought with a large enough effect; inconclusive = small, poorly fitted or top-dose-only effect, or another doubt; inactive = no such curve, though single readings can be large; an effect the other way counts as inactive or inconclusive. Unless noted, % is set by controls: 0 for no effect and ±100 for the full control effect. These rows are one share of the data; rates above refer to the full screens.

Molecule | IMPase inh | 15-hLO-2 inh | 12-hLO inh | PNC assembly inh
COc1cc(CNCc2cccs2)cc(Br)c1OC | 2 | 9% | 1% | 28
CC1CCCC(C)N1NC(=O)c1ccc(Cl)c(S(N)(=O)=O)c1 (stereo not drawn) | ? | -6%&-1% | 2%&4% | 24
CCN(CC)c1ccc(NC(=O)c2cc(Cl)ccc2OC)cc1 | 6 | -6% | -16% | 20
Cc1cccc(NC(=S)Nc2ccc(Br)cc2)c1 | 10 | ? | -15% | 24
CC(C)Oc1ccc(/C(O)=C2/C(=O)C(=O)N(CCN(C)C)C2c2ccco2)cc1 (stereo not drawn) | -7 | -1% | -10% | -25
Cc1noc(C)c1C(=O)N1CCC[C@@]2(CCN(Cc3ccccc3)C2)C1 | nt | -5% | 2% | nt
Cc1noc(NS(=O)(=O)c2ccc(NC(=O)CCC3CCCCC3)cc2)c1C | 6 | -5% | 3% | ?
CC(CNS(=O)(=O)c1ccccc1)(c1ccccc1)N1CCOCC1 (stereo not drawn) | 2 | nt | -2% | 73
Cc1cc(N2CCOCC2)nc(-c2ccccc2O)n1 | -6 | nt | 1% | ?
CC(C)N(C(=O)c1ccc2nc(-c3ccccc3)c(-c3ccccc3)nc2c1)C(C)C | nt | nt | -1% | 40
NC(=O)c1ccccc1OCC(=O)NC12CC3CC(CC(C3)C1)C2 | 5 | 15% | 10% | -10
Cc1nnc(NC(=O)COc2ccc3c(C)cc(=O)oc3c2)s1 | -9 | -19% | -4% | 22
C=CCN(CC=C)C(=O)c1cc(Cl)ccc1[N+](=O)[O-] | nt | nt | 3% | 4
Cc1cc(NCCCN2CCOCC2)n2nc(C)c(-c3ccc(F)cc3)c2n1 | ? | 31%[activator] | 11% | 0
CC[C@](N)(C(=O)O)C(C)C | nt | -3%[11.4 µM] | -1%[11.4 µM] | nt
CC(C)OCCCNC(=O)C1CCC(CNS(=O)(=O)c2ccc(Cl)cc2)CC1 (stereo not drawn) | nt | nt | -3% | 29
Cc1cc2c(c(=O)n1CCN(C)C)C(c1ccncc1)C(C#N)=C(N)O2 (stereo not drawn) | 0 | 2%[2.29 µM] | 1% | -11
Cc1ccc(NC(=O)CN(c2ccc(C)cc2)S(=O)(=O)c2cccc3nonc23)cc1 | nt | nt | -1% | 2
COc1ccccc1-n1c(SCC(=O)NC2CCCCC2)nc2c(c1=O)SCC2 | 7 | 0% | 3% | ?
CCn1c(-c2cccs2)nc2ccccc21 | -13 | nt | -5% | -22
CCOC(=O)c1cnc2nc(NCc3ccc(OCc4ccccc4)cc3)[nH]n2c1=O | 1 | 6% | -3% | ?
CC1(C)Cc2c(sc3c2c(=O)n(Cc2ccccc2)c2nncn32)CO1 | 11 | 4% | -4% | 13
O=C(Nc1nc2ccccc2s1)C1c2ccccc2Oc2ccccc21 | nt | nt | -3% | -15
O=C1CN2C(=Nc3ccc(Cl)cc3C2c2ccccc2)CN1 (stereo not drawn) | 6 | 7% | 1% | 43
COC(=O)CC1C(C)(C)C(=O)C2CC3=C(CC[C@]4(C)C3=CC(=O)OC4c3ccoc3)[C@@]1(C)C2=O (stereo partly drawn) | nt | 3% | 4% | nt
CCOC(=O)N1CCN(C(=O)CS(=O)(=O)c2cn(Cc3cccc(F)c3)c3ccccc23)CC1 | -1 | -2% | 6% | -9
CCn1c(SCC(=O)c2cc(C)n(C)c2C)nnc1-c1ccccc1 | 3 | 3% | -1% | -2
Cn1ncc2c1ncn1nc(CCc3ccccc3)nc21 | -23 | 6% | 12% | 18
O=C(O)c1ccccc1C(=O)Nc1ccc(-c2csc(-c3ccccc3)n2)cc1 | -11 | nt | -2% | -98*
O=C1CC(Nc2ccc(N3CCOCC3)cc2)C(=O)N1c1cccc(C(F)(F)F)c1 (stereo not drawn) | 8 | 20µM* | ? | 22
COC(=O)c1[nH]c2ccc(F)cc2c1NC(=O)Nc1ccc(OC)cc1 | ? | -20% | -8% | -16
O=C(CCS(=O)(=O)Cc1ccccc1)NC1CCCCC1 | 5 | -1% | -3% | ?
CCCCC(=O)NS(=O)(=O)c1ccc(NS(C)(=O)=O)cc1 | nt | nt | -3% | ?
O=C(C(c1ccccc1)c1ccccc1)N1CCN(CC(O)COc2ccccc2)CC1 (stereo not drawn) | 2 | 14% | -7% | -2
COc1ccc(C(OC(=O)c2ccco2)C(=O)NCC2CCCO2)cc1 (stereo not drawn) | 9 | 4% | -3% | 6
COC(=O)c1nn(-c2ccccc2)c(Cl)c1/C=N/OC(=O)c1ccc(Cl)c(Cl)c1 | ? | 2% | -3% | 25
COc1ccc(C2c3sc(=O)[nH]c3SC3C4CCC(C4)C23)cc1 (stereo not drawn) | 3 | ? | -1% | -30
CC(=O)c1c(C(C)=O)c(C)n(-c2nc(-c3ccc(C)c(C)c3)c(C)s2)c1C | 2 | 4% | 1% | -14
CCn1c(=O)c2c(nc(SCc3ccccn3)n2C)n(C)c1=O | -5 | -3% | -5% | -10
CCC(Cc1ccccc1)NC(=O)CSc1ccsc1[N+](=O)[O-] (stereo not drawn) | 10 | 0% | -5% | -27
O=C(c1cc(C(F)(F)F)cc(C(F)(F)F)c1)N1CCC2(CCCN(c3ccncc3)C2)CC1 | nt | 5% | 3% | nt
Cc1c(C(=O)NCCCc2ccccc2)cccc1[N+](=O)[O-] | -1 | nt | 2% | ?
O=C(c1nn(Cc2ccccc2)c(=O)c2ccccc12)N1CCc2ccccc2C1 | 13 | 10% | -9% | 26
NC(=O)C1CCCN(C(=S)Nc2ccccc2)C1 (stereo not drawn) | nt | nt | -2% | 58
COc1ccc(CCNc2nnc(C)c(=O)[nH]2)cc1OC | -8 | 1% | 1% | 0
Cc1ccc(SCC(=O)N2CCc3ccccc32)cc1 | 12 | nt | -6% | -26
CCC1=C(OC(=O)N(CC)CC)N2C(=O)OC(=NCCOC)[C@]2(C)[C@H]2C1=CC[C@H]1C(=O)N(CC)C(=O)[C@H]12 | nt | 22% | 3% | nt
Cc1ccc(OC(=O)c2ccc(N3CCOCC3)c([N+](=O)[O-])c2)cc1 | 3 | 7% | -11% | ?
C(=N\n1cnnc1)/c1ccccn1 | 6 | 0% | 2% | ?
CC(C)c1ccc(NC(=O)COC(=O)c2c[nH]c(=O)[nH]c2=O)cc1 | nt | nt | 0% | 34
CCOc1ccccc1CNC(=O)c1ccc(Sc2ccc(Cl)cc2)c(NC(C)=O)c1 | nt | nt | -2% | -16
O=C(Cc1cn2ccsc2n1)Nc1nc2c(s1)CCCC2 | -1 | 25% | 0% | ?
c1ccc(Nc2cccc3ccccc23)cc1 | nt | -5% | 0% | nt
COc1ccc(S(=O)(=O)CCc2nnc(NC(=O)c3cccs3)s2)cc1 | ? | -12% | -6% | -30
CCc1c(C)sc(NC(=O)c2cc(-c3cc(OC)ccc3OC)on2)c1C#N | 5 | ? | -4% | 26
Cc1ccc(C)c(N2CCN(CCCNC(=O)Cn3cc4c(n3)CCCCC4)CC2)c1 | 12 | 9% | -9% | 46
Cc1ccc(C(=O)c2nocc2C(=O)c2cccs2)cc1 | -5 | 5% | -10% | -20
COc1ccccc1C(=O)O/N=C1/CCCc2c1ccc(OC)c2[N+](=O)[O-] | 2 | -10% | -2% | -6
CCCC(=O)NCCc1cc2ccc(OC)cc2[nH]c1=O | -13 | 4% | -1% | -7
COCCCn1ccc(O)c(Cc2ccc(F)cc2)c1=O | -7 | 5% | 7% | 56

More results:
Molecule | IMPase inh | 15-hLO-2 inh | 12-hLO inh | PNC assembly inh
COC(=O)c1cc([N+](=O)[O-])ccc1N1CCN(Cc2ccccc2)CC1 | nt | nt | -2% | -12
O=C(COC(=O)CCCc1nc2ccccc2s1)Nc1ncc(Cl)cc1Cl | -3 | nt | -1% | 31
COc1cc2c(cc1OC)/C(=C/c1ccc(Br)cc1)C(=O)OC2 | nt | nt | 1% | 39
CCn1cc(C(=O)N2CCc3ccccc32)c(=O)c2cc(S(=O)(=O)N3CC(C)CC(C)C3)ccc21 (stereo not drawn) | nt | nt | 2% | -18
O=C(CN1CCN(S(=O)(=O)c2ccc3ccccc3c2)CC1)Nc1ccc(N2CCOCC2)cc1 | -3 | nt | 5% | 7
CCCc1cc(=O)oc2cc(Oc3ncccn3)ccc12 | -10 | -4% | -7% | 10
CC(/C=N/NC(=O)c1cc(-c2ccncc2)nc2ccccc12)=C\c1ccco1 | 0 | 8% | -2% | -87*
O=C(N/N=C/C=C\c1ccccc1[N+](=O)[O-])c1cc(-c2ccc3ccccc3c2)n[nH]1 | -4 | nt | -3% | -18
O=C(N/N=C\c1cccc(Cl)c1)c1ccc(Cn2cc(Br)c([N+](=O)[O-])n2)o1 | nt | nt | -3% | -7
COc1ccc(CCNC(=O)COc2ccc(S(=O)(=O)N3CCOCC3)cc2)cc1 | 4 | 1% | 0% | ?
Nc1nc(Cl)cc(NCCO)n1 | nt | -1%[11.4 µM] | -4%[11.4 µM] | nt
CCn1c(SCc2ccc(Cl)c(Cl)c2)nnc1C(C)NC(=O)c1ccc(OC)cc1 (stereo not drawn) | nt | nt | -2% | 5
N#Cc1ccccc1Sc1ccccc1C(=O)OCc1nnc(-c2ccccc2)o1 | 17 | -7% | 0% | -5
O=C(NC(=S)N1CCCc2ccccc21)c1ccc(Br)cc1 | 7 | nt | -4% | ?
CCOc1ccc(NC(=O)NCCCSC2CCCCC2)cc1 | 5 | -8% | -9% | ?
CCOC(=O)c1cnc(-n2nc(C)cc2C)nc1N1CCOCC1 | 5 | 28% | 10% | ?
Cc1ccccc1CSc1nsc(N)n1 | 3 | 1% | -1% | 67
CC1(C)NC(=O)N(CC(O)COc2ccc(-c3ccccc3)cc2)C1=O (stereo not drawn) | 2 | 1% | -3% | 29
COc1ccc2occ(C(=O)c3coc4ccc(O)c(CN(C)C)c34)c2c1 | 9 | 25% | -12% | 76
Cn1c(N2C(=O)CC(Cc3ccccc3)C2=O)nc2ccccc21 (stereo not drawn) | 2 | nt | -4% | 12
O=C(CN1C(=O)c2cccc3cccc1c23)NCc1cccnc1 | 5 | 1% | 6% | 11
O=C(Nc1ccc(Br)cc1)c1cccc(N2C(=O)C3C4CCC(C4)C3C2=O)c1 (stereo not drawn) | nt | nt | -2% | ?
CCNC(=O)C1CC(=O)OC12CCCCC2 (stereo not drawn) | 6 | 4% | -7% | -28
CCC(CC)NC(=O)c1ccc2c(c1)OCCO2 | 1 | -5% | 5% | ?
O=C(Nc1ccc(Br)cc1F)c1ccc2c(c1)N(Cc1ccccc1)C(=O)CS2=O (stereo not drawn) | -8 | nt | 1% | ?
O=C(CNS(=O)(=O)c1cccc(C(F)(F)F)c1)Nc1ccccc1F | 0 | 0% | 2% | ?
O=C(NCCCn1ccnc1)C(=O)NCc1ccc(Cl)cc1 | ? | nt | -2% | -18
CCOC(=O)N1CCN(C(=O)C(CC(C)C)NS(=O)(=O)c2ccc3c(c2)oc(=O)n3C)CC1 (stereo not drawn) | 5 | -1% | 8% | 37
CCOC(=O)c1[nH]c2ccc(OC)cc2c1NC(=S)N1CCN(c2cccc(Cl)c2)CC1 | 11 | nt | -2% | ?
CC(=O)OC1CC2C(C)(C)C(=O)C=C[C@]2(C)C2CC[C@@]3(C)C(c4ccoc4)OC(=O)C4O[C@@]43[C@]12C (stereo partly drawn) | nt | -7% | -2% | nt
O=C(CSc1nnc(-c2cccnc2)s1)Nc1cccc(C(=O)O)c1 | -4 | nt | 0% | ?
COc1ccc(C2(CNC(=O)C(c3ccccc3)c3ccccc3)CCOCC2)cc1OC | 9[0.0738 µM] | nt | -2% | -2
Cc1cccc(NC(=O)c2cc(Cl)nc3ccccc23)c1 | 0 | -9% | -5% | ?
CCOc1ccc(C2C=C(c3ccc(C)cc3)Nc3ncnn32)cc1 (stereo not drawn) | -16 | 19% | -11% | 38
